# GPR7 antag: antagonists of human GPR7 (neuropeptides B/W receptor 1). P48145. GPR7-expressing cells, fluorescence antagonist assay. inhibition, % at 4.4 µM. 290,000 tested, 1.1% active. AID 1861; in the data active = inhibition above about 16%, passing the limit was not always enough;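 note: cells stimulated with the agonist NPW; 0% = agonist with vehicle and 100% = vehicle without agonist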
# MEKK2 mut-MEK5: signal of MEK5 binding to mutant human MEKK2 PB1 domain; 290,000 tested, 0.35% active; bead flow cytometry, Alexa488-MEK5 binding to MEKK2 mutant; percent response, % at 10 µM; in the data active = percent response above about 24%, passing the limit was not always enough; note: inactives centre near 1; some results filed as inactive read as strong as hits; reference of the scale not given here
# PHOSPHO1 block: blocks human PHOSPHO1 phosphatase activity; 290,000 tested, 1.1% active; Q8TCT1; AID 1565; recombinant PHOSPHO1, absorbance phosphatase assay; inhibition, % at 13.3 µM; in the data active = inhibition above about 60%
# V1R ag counter: counter-screen for oxytocin receptor agonists: human V1a receptor agonists; P37288; CHO-V1R cells, Fluo-8 calcium fluorescence, agonist mode; 0% DMSO, 100% 3 nM vasopressin; activation, % at 3 µM; 320,000 tested, 0.25% active;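 active = activation above the mean activation of all tested compounds plus 3 SD, per screening run, cut at about 20% in these data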;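 note: signal is peak over basal fluorescence ratio across a 100 second FLIPR read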
# Target sequence (P37288 whole entry, looked up): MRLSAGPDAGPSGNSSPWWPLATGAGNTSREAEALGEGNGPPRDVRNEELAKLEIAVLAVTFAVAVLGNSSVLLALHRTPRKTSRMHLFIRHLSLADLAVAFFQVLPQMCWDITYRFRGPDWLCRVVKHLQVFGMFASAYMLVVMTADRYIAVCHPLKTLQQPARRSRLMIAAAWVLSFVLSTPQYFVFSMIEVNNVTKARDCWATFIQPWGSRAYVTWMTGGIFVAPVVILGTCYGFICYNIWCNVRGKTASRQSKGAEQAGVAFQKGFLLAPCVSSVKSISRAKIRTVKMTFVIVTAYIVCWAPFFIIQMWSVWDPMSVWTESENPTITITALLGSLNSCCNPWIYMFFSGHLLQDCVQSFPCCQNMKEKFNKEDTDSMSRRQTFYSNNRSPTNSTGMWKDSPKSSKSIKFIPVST
# MEKK2wt PB1 HTS: raises or lowers MEK5 binding to wildtype human MEKK2 PB1 domain | binding response (% of control), % at 10 µM | 290,000 tested, 1.1% active | Q9Y2U5 | bead flow cytometry, Alexa488-MEK5 binding to MEKK2 WT; actives lie on both sides; in the data active = binding response below about 67% or above about 130%
# GalR3 antag: antagonists of human GalR3 | O60755 | HEK293 GalR3-CNG cAMP membrane potential fluorescence; galR3 body fused to GalR1 C-terminus | inhibition, % at 3 µM | 360,000 tested, 0.44% active | AID 651719;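 active = inhibition above the screen-wide average plus 3 SD, cut at about 13% in these data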;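 note: forskolin and galanin both at EC90 stimulate the cells; cAMP rise reported by CNG channel membrane potential dye signal; 0% = forskolin plus galanin with DMSO and 100% = forskolin alone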
# MEKK3 PB1 HTS: raises or lowers MEK5 binding to the human MEKK3 PB1 domain | Q99759 | bead-based flow cytometry, Alexa488-MEK5 binding to MEKK3; actives lie on both sides; 0 = blocked by unlabeled MEK5, 100 = vehicle | binding response (% of control), % at 10 µM | 290,000 tested, 1.4% active | AID 1529;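 active = binding response more than 3 SD above or below the average of its plate-row segment, actives on both sides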;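 note: Alexa488 bead fluorescence after subtracting the streptavidin-only scavenger bead signal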
# Target sequence (Q99759 whole entry, looked up, the tested form may be a part): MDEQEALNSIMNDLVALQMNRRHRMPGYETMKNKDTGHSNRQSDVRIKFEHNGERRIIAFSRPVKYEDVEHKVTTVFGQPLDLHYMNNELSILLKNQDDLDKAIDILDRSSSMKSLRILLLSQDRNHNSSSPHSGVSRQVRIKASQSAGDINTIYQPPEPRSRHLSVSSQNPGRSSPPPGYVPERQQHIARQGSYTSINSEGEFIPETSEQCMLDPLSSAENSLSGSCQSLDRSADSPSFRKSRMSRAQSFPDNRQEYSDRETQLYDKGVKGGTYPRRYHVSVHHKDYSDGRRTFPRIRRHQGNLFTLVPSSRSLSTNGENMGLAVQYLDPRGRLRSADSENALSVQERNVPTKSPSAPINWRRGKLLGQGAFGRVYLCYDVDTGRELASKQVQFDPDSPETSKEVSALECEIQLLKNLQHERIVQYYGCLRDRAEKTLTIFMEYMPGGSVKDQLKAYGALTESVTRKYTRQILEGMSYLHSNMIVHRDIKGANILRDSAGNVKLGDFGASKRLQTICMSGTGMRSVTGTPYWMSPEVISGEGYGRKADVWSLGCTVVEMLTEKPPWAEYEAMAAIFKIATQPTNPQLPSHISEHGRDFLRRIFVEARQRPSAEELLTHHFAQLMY
# NALP1 inh: NALP1 inhibition. 280,000 tested, 0.61% active. AID 2071. inhibition, % at 10 µM. S. cerevisiae NALP1/ASC/caspase-1 growth, X-gal OD620, 72 h; in the data active = inhibition mostly above about 24%, no sharp cut-off; inactive = mostly below about 32%; note: some compounds called inactive have numbers as strong as hits
# OXTR ag: agonists of human oxytocin receptor. CHO-OTR cells, Fluo-8 calcium fluorescence; normalized: DMSO 0%, oxytocin 100%. activation, % at 3 µM. 320,000 tested, 0.32% active;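 active = activation above the mean of all tested compounds plus 3 SD, cutoff set per screening run, cut at about 20% in these data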;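 note: peak over basal fluorescence ratio from a 100 s FLIPR kinetic read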
# Active calls of the source: *; / = not tested or not shown; [ ] = another dose, or the depositor's remark.
No.	Molecule	GPR7 antag	MEKK2 mut-MEK5	PHOSPHO1 block	V1R ag counter	MEKK2wt PB1 HTS	GalR3 antag	MEKK3 PB1 HTS	NALP1 inh	OXTR ag
1	Fc1cccc(COc2ccccc2C(=S)N2CCCC2)c1	-8	-1	29	-1.2	100	-2	102	1	-2.7
2	O=C(O)COc1ccccc1/C=N/NC(=O)CSc1nc2ccccc2c(=O)n1-c1ccc(Cl)cc1	-11	8	23	-0.3	105	-4	107	/	-1.9
3	O=c1c2ccc(Cl)cc2nc2n1CC/C2=C\c1cccc(O)c1	0	-2	28	2.2	98	-9	99	17	5.8
4	CCSc1nnc(NC(=O)CSc2nc3c(c(=O)n2CC)SC(C)C3)s1 (configuration not stated)	-9	/	26	0.8	/	3	/	6	-0.2
5	CCOC(=O)C(=O)N/N=C/c1ccc(F)cc1	-10	-10	12	-1.4	102	-3	96	0	-0.3
6	COc1cc(/C=C/C(=O)Nc2ccc3[nH]c(=O)[nH]c3c2)cc(OC)c1OC	-11	5	34	0.4	105	0	101	-4	-1.1
7	CCOc1cc(CNCCO)c(Cl)cc1OCC(=O)NCCc1ccccc1	-3	6	42	2.2	107	-2	106	15	0.8
8	Cc1cc(OCCN2CC(C)OC(C)C2)ccc1[N+](=O)[O-] (configuration not stated)	-8	3	15	1.9	99	0	103	12	1.4
9	Cc1cc[n+](C2=C([O-])c3ccccc3C(=O)/C2=N\S(=O)(=O)c2cccs2)cc1C	3	3	5	-0.4	104	1	98	25	-1.0
10	CC(C)(C)NC(=O)c1nc2ccccc2s1	-9	2	16	0.7	100	-3	103	15	-1.1
11	CN(C(=O)c1cc2sccc2n1C)C1CCCCC1	6	4	-11	4.3	99	-10	101	28	-1.8
12	Cc1nc2ccc(S(=O)(=O)NCC(=O)N3CCc4ccccc4C3)cc2s1	-8	10	0	1.1	109	3	104	/	0.4
13	COCc1nc2ccccc2n1Cc1ccccc1C	-4	-9	24	2.0	89	-2	88	-11	-0.7
14	Cc1nnc(SCc2ccc(C(=O)c3ccc(Cl)cc3)o2)n1-c1ccccc1	1	-2	-13	1.0	95	1	103	-4	0.2
15	Nc1nc(C(=O)N2CCOCC2)nn1S(=O)(=O)c1ccc(Cl)cc1	-14	3	10	0.7	104	-7	105	7	-1.1
16	CN(CC(=O)Nc1nccs1)S(=O)(=O)c1ccc(F)cc1	5	3	17	0.1	97	-1	98	-2	0.1
17	CCC(=O)N(C)CCc1cc2c(c(OC)c1/C=N/Nc1ccc(C(=O)O)cc1)OCO2	-17	30	11	-0.2	119	1	132*	31	0.6
18	CCN(CC)CCC(=O)Nc1ccc2c(c1)N(C(=O)CN(CC)CC)c1ccccc1CC2	-20	9	32	0.6	126	1	94	17	-0.1
19	O=C1CC(c2ccc(F)cc2)CC2=C1C(c1ccc([N+](=O)[O-])o1)Nc1ccccc1N2 (configuration not stated)	-12	-5	-2	2.3	93	0	96	7	0.2
20	C=CCN=C1S/C(=C/c2ccc([N+](=O)[O-])cc2)C(=O)N1CC=C	-5	4	-10	0.8	101	-6	103	-9	-0.9
21	COCc1cc(C)nc(OCC(=O)N/N=C/c2cccc(OC)c2)c1C#N	-6	5	9	-0.4	107	4	106	17	-0.7
22	Cc1nn(C2CCS(=O)(=O)C2)c(Cl)c1/C=C/C(=O)OCC(=O)Nc1ccccc1OC(F)F (configuration not stated)	8	-4	23	2.4	95	2	100	-8	4.8
23	O=C(NNc1cc(Cl)ccc1Cl)c1c(F)cccc1Cl	-15	25	37	0.4	124	-1	129*	6	0.8
24	Cc1ccc2c(c1)-c1cc(C)nn1C(c1ccc3c(c1)OCO3)N2 (configuration not stated)	-11	/	-3	-0.2	/	-6	/	40	-1.8

# Three entries out of the list above, arranged by their value in PHOSPHO1 block, ascending:
no.	Compound	GPR7 antag	MEKK2 mut-MEK5	PHOSPHO1 block	MEKK2wt PB1 HTS	GalR3 antag	MEKK3 PB1 HTS	NALP1 inh
20	C=CCN=C1S/C(=C/c2ccc([N+](=O)[O-])cc2)C(=O)N1CC=C	-5	4	-10	101	-6	103	-9
17	CCC(=O)N(C)CCc1cc2c(c(OC)c1/C=N/Nc1ccc(C(=O)O)cc1)OCO2	-17	30	11	119	1	132*	31
22	Cc1nn(C2CCS(=O)(=O)C2)c(Cl)c1/C=C/C(=O)OCC(=O)Nc1ccccc1OC(F)F (configuration not stated)	8	-4	23	95	2	100	-8

# (list continues)
No.	Molecule	GPR7 antag	MEKK2 mut-MEK5	PHOSPHO1 block	V1R ag counter	MEKK2wt PB1 HTS	GalR3 antag	MEKK3 PB1 HTS	NALP1 inh	OXTR ag
25	Cc1noc(C)c1C(=O)OCC(=O)C12CC3CC(CC(C3)C1)C2	-11	-1	-10	-0.8	97	2	100	-32	-2.1
26	CC1=CC(C)(C)N(C(=O)CN2C(=O)c3ccccc3C2=O)c2ccccc21	-18	4	7	-1.3	106	-4	109	43	-2.0
27	Cc1ccc(C)c2[nH]c(=O)c(CCNC(=O)c3ccc(Br)o3)cc12	-9	1	/	0.7	99	9	98	/	-0.5
28	COc1cccc(CC2CC(=O)N(c3ccc4c(C)cc(=O)oc4c3)C2=O)c1 (configuration not stated)	-18	0	61*	0.0	101	1	78	-10	-1.1
29	COc1ccc(N(C(=O)Cn2nnc3ccccc32)C(C(=O)NCc2ccco2)c2cccnc2)cc1 (configuration not stated)	-7	0	-1	1.4	97	-3	97	14	0.2
30	CCn1c(-c2cc(-c3ccccc3OC)nc3ccccc23)n[nH]c1=S	-13	1	13	-1.1	110	-1	134*	6	-1.9
31	CN1CC=C2C(C#N)=C(N)C(C#N)(C#N)[C@H](c3cccs3)[C@H]2C1	-5	2	7	4.2	93	/	82	11	2.8
32	CC(Sc1nncn1C)C(=O)NCc1ccc2c(c1)OCO2 (configuration not stated)	2	-10	-10	1.1	88	-7	101	6	0.0
33	O=C(O)CNC(=S)N(Cc1ccccc1Cl)C1CCCCC1	6	-14	18	0.2	63	14*	48*[inhibitor]	-2	-0.6
34	CC(=O)Nc1ccc(S(=O)(=O)N2CCN(CCC#N)CC2)cc1	-5	6	30	-0.2	105	-2	103	26	0.7
35	CCn1c(=O)n(CC)c2cc(N3CCCC3)c(NC(=O)c3ccccc3OC)cc21	-17	1	30	-1.2	98	4	99	14	-2.7
36	O=C(COC(=O)c1ccccc1[N+](=O)[O-])c1ccc(C2CCCCC2)cc1	-13	-2	40	1.8	97	-1	98	0	1.1
37	CCOC(=O)C1CCCN(C/C(O)=C(\C#N)c2nc(-c3ccccc3)cs2)C1 (configuration not stated)	1	3	0	0.1	104	-5	108	24	0.5
38	CCCC[C@@H]1CNC(=S)N1CCCC	-13	1	14	-0.4	98	-11	104	15	-1.2
39	CC[n+]1c(/C=C2\C=C(C)CC(C)C2)sc2ccccc21 (configuration not stated)	-2	8	102*	-1.0	99	/	101	14	-2.2
40	Cc1ccc(C(=O)O/N=C2/CC3CCC2(C)[C@@]3(C)CBr)cc1 (some centres not stated)	-16	1	-12	-1.7	104	-7	107	-5	-2.8
41	COc1ccccc1NC(=O)NC1CCCc2ccccc21 (configuration not stated)	-7	6	-5	-1.7	104	-1	101	12	-1.4
42	CC1CN(C(=S)Nc2ccc(SC(F)F)cc2)CC(C)O1 (configuration not stated)	4	4	35	6.6	106	-2	99	2	1.0
43	O=C(NCc1ccccc1Cl)C1CCN(C(=O)c2sccc2-n2cccc2)CC1	6	9	14	4.4	107	/	106	26	2.3
44	CC1CCCCN1C(=O)COc1ccc(F)cc1 (configuration not stated)	-13	0	45	0.7	101	-3	99	9	-0.5
45	Cc1ccc(NC(=O)CSc2nc(C)c(Cc3ccccc3)c(=O)[nH]2)cc1	-6	-2	-17	6.2	101	-4	97	28	2.7
46	CCOC(=O)C1CCN(C(=O)Cn2c(=O)oc3cc(S(=O)(=O)N4CCCC4)ccc32)CC1	-13	2	36	0.0	101	5	101	6	0.1
47	Nc1nc(=S)c2ncn(C3CCCC3)c2[nH]1	-3	-6	29	/	94	-2	95	-14	/
48	Cc1ccc(C(=O)c2c(NC(=O)c3ccccc3C)sc(C)c2C)cc1	-16	-1	11	-0.9	106	-5	101	35	-2.0
49	CC(C)CCNC(=O)c1ccc(Cl)c(NC(=O)c2ccccc2F)c1	-2	-11	-11	-1.3	86	-5	97	17	-2.3
50	Cc1cccc(N2C(S)=C(C#N)C(=O)NC23CCCCC3)c1	-17	-4	3	-0.5	95	-5	91	28	-0.4
51	Cc1ccccc1NC(=O)C1CC(=O)N(c2ccc3c4c(cccc24)CC3)C1 (configuration not stated)	2	2	32	-1.1	99	-3	100	11	-1.4
52	COc1cc(C2Nc3ccccc3C(=O)N2NS(C)(=O)=O)ccc1O (configuration not stated)	-8	-23	46	0.7	97	-5	85	-13	1.1
53	COC(=O)c1ccc(C2/C(=C(/O)c3ccc(OC)cc3)C(=O)C(=O)N2CC2CCCO2)cc1 (configuration not stated)	3	4	25	0.3	102	4	103	33	-0.9
54	COc1ccc(-c2nnc(SCC(=O)NC(=O)NCc3ccco3)o2)cc1	2	0	0	1.2	102	-8	99	14	0.3
55	CCCN(CCC)Cc1c(C(=O)N/N=C/c2cccs2)nnn1-c1nonc1N	-4	-9	32	0.9	95	-7	87	4	-1.3
56	O=C(CN(C(=O)c1ccccc1Cl)N1C(=O)CCCC1=O)c1ccc(Cl)cc1	-5	-11	47	-0.1	94	-6	91	-24	0.6
57	Clc1ccc(Cn2nc(-c3ccccc3)nc2-c2ccccc2)cc1	-10	1	-19	1.6	100	-2	99	24	-1.5
58	CSc1ccccc1NC(=O)CSc1n[nH]c(N)n1	0	-1	-14	2.2	106	-2	112	-2	0.5
59	COCCn1c(SCC(=O)Nc2sc(C)c(C)c2C#N)nnc1-c1ccc(OC)cc1	-3	-1	14	-1.1	95	-4	98	14	-2.6
60	COc1ccc(-c2ccn(-c3cccc(F)n3)n2)cc1	-14	-2	33	/	95	-4	105	1	/
61	C/C(N)=C(/C#N)C(=O)COC(=O)c1ccc(O)cc1	7	-4	-2	0.4	97	-2	94	16	1.2
62	OCCNCCSc1ccc(Cl)cc1	4	-10	8	1.5	93	-1	91	8	0.6
63	CC1c2c([nH]c3ccccc23)CCC1C(=O)O (configuration not stated)	-9	1	20	0.6	111	3	108	24	1.7
64	COc1cccc(NC(=O)COC(=O)CCOc2ccccc2OC)c1	-6	6	51	0.5	107	-5	104	2	3.1
65	NC(=O)c1cnn(-c2cccc(Cl)c2)c1N	-18	6	2	0.7	104	2	99	5	-0.1
66	O=C(Cn1c2c(c(-c3ccccc3Cl)cc1=O)CCC2)NCCCN1CCOCC1	-5	-4	32	-0.1	96	-5	96	/	1.1
67	O=C(COC(=O)[C@H](Cc1c[nH]c2ccccc12)NC(=O)c1cccs1)NCc1ccccc1	1	0	-2	6.5	100	-3	124	23	6.4
68	Brc1cnc2nc[nH]c2c1	-9	-13	32	0.7	94	-3	91	/	0.4
69	COc1ccc(C2(CNS(=O)(=O)c3ccccc3)CCOCC2)cc1	-14	4	64*	-0.6	103	-4	104	-22	-1.1
70	CS(=O)(=O)c1ccc(C2=C(c3ccccc3)C(=O)OC2)cc1	/	1	/	0.7	103	-4	100	/	0.5
71	COC(=O)c1ccc(NC(=S)NCC2CC2)cc1	5	-8	24	4.2	97	-6	98	4	1.1
72	CCCCN(CC)CCNC(=O)c1cc2c(=O)[nH]c3ccccc3c2n1C	-11	1	-7	-0.8	98	-6	100	15	-1.0
73	CCOC(=O)[C@@H]1[C@H]2COc3ccc(Br)cc3[C@@H]2N2C(=O)N(c3cccc(Cl)c3)C(=O)[C@]12C	/	-6	/	0.8	94	-2	100	/	-0.3
74	CCn1c(CCNC(=O)c2ccccc2Cl)n[nH]c1=S	-7	15	58	1.2	103	-5	104	-4	0.2
75	CCC(=O)Nc1ccc(Cl)c(NC(=O)c2cccnc2)c1	-11	1	34	0.7	99	-10	101	9	0.2

# Rows are unselected; about 5.4% have a hit in one of these screens.
